# L929 necroptosis: L929 zVAD cell death inhibition; L929 zVAD necroptosis rescue, ATP luminescence, 24 h; with zVAD 60 µM; viability rescue, % at 10 µM; 0.38% of 220,000 active;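 active = activation, scaled between plate controls, above about 75%, limit read from the data; inactive = activation under that limit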;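 also: 0% = zVAD with DMSO and 100% = DMSO alone without zVAD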
# CHOP inh: CHOP inhibition in unfolded protein response. 3.8% of 220,000 active. CHO-K1 CHOP-promoter luciferase, tunicamycin-induced, 15-18 h. AID 2732. inhibition, % at 10 µM;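 active = compounds that reduced the stress-induced luciferase reporter signal by more than about 70% of percent inhibition, limit read from the data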;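 also: 0% = tunicamycin plus vehicle and 100% = wells without tunicamycin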
# Wee1 degr inh: blocks degradation of human Wee1 kinase; HeLa Luc-Wee1K328M stability, luciferase luminescence; 100% = proteasome inhibitor MG132 effect; AID 1321; reporter increase, % at 5 µM; 1.2% of 220,000 active;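 active = activation above the mean of all tested compounds plus 3 SD, set per screening run, cut at about 8.8% in these data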;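 also: cells exposed to compound for 20 h before luminescence read; 0% = DMSO alone and 100% = MG132 at 30 µM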
# PPC-1+TRAIL kill: PPC-1 cancer cell killing with TRAIL present; PPC-1 cells + TRAIL, ATPLite viability luminescence; cell killing (% activity), % at 4 µM; 0.41% of 220,000 active; AID 1443;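 active = cell killing above 50% in the first pass at 4 µM, then a duplicate retest at 5 µM averaging 50% or more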;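 also: plate controls were cells with TRAIL plus DMSO for no effect and medium-only wells lacking cells for full effect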
# EP2 antag: EP2 receptor (human) inhibition; P43116; C6 glioma cells expressing human EP2, cAMP TR-FRET; cells stimulated with saturating PGE2; inhibition, % at 25 µM; 0.52% of 260,000 active; AID 1422;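 active = percent inhibition above 40 after rounding to a whole number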;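 also: rat C6 glioma host cells with rolipram phosphodiesterase inhibitor present; the protocol text gives 20 µM as final concentration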
# Target sequence (P43116 whole entry, looked up): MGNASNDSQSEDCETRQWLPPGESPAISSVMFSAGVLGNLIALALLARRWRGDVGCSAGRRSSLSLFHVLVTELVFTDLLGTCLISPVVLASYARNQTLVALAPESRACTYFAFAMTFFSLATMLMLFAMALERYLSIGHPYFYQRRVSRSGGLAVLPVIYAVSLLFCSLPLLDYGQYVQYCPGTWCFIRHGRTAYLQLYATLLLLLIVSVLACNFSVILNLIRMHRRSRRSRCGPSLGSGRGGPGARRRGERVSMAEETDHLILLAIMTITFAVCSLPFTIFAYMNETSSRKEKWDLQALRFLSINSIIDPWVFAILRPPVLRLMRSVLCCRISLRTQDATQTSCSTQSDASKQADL
# FXIa inh: factor XIa (human) inhibition. purified FXIa, Boc-Glu-Ala-Arg-AMC fluorogenic substrate. inhibition, % at 5 µM. 0.14% of 220,000 active. AID 798;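 active = inhibition of at least 40%; inactive = inhibition below 40%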;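 also: fluorescence of freed AMC excited at 355 nm; 0% = enzyme without compound and 100% = no enzyme blank; many of its hits are not listed in these tables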
# FXIIa inh 1536: blocks human coagulation factor XIIa protease activity; P00748; purified FXIIa, Boc-QGR-AMC fluorogenic substrate, 2 h; inhibition, % at 5 µM; 0.3% of 220,000 active; in the data active = inhibition above about 40%;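 also: 0% = enzyme with no compound and 100% = blank without enzyme; many of its hits are not listed in these tables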
# Target sequence (P00748 20-372 limits assumed): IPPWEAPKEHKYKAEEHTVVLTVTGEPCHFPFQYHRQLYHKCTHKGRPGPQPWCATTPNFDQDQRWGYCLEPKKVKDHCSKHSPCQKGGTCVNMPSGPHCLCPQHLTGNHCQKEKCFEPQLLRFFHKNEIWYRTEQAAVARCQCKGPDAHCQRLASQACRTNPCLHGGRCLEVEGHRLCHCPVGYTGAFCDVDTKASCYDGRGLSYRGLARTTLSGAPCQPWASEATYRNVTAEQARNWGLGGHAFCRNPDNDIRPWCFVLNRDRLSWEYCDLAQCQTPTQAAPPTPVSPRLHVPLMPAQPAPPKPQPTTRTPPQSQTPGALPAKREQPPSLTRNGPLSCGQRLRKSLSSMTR
# Target sequence (P00748 373-615 limits assumed): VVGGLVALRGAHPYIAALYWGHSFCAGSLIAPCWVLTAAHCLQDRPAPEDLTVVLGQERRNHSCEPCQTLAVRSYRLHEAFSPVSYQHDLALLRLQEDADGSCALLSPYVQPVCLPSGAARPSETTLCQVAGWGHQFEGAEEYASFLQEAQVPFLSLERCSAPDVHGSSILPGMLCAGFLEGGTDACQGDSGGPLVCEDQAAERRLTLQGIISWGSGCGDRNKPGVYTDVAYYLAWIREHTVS
# TbHK1 inh: T. brucei hexokinase 1 inhibition | 0.11% of 220,000 active | inhibition, % at 10 µM | recombinant TbHK1, G6PDH-coupled NADH A340 | AID 1430;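 active = inhibition of 50% or more in the single-dose primary screen; inactive = inhibition below 50%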
# TNF death inh: inhibitors of TNF-alpha induced necroptosis in Jurkat FADD-/- cells; AID 463075; Jurkat FADD-/- TNF necroptosis rescue, ATP luminescence, 24 h; 0 = TNF only, 100 = no-TNF cells; 0.068% of 220,000 active; activation (protection from cell death), % at 10 µM;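 active = activation, meaning protection from cell death, of at least 50% relative to plate controls; inactive = activation below 50%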;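 also: necroptosis triggered by 40 ng/mL TNF-alpha added together with compound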
# Starred values were filed as active, the others as inactive; . = not tested or not shown.
Compound	L929 necroptosis	CHOP inh	Wee1 degr inh	PPC-1+TRAIL kill	EP2 antag	FXIa inh	FXIIa inh 1536	TbHK1 inh	TNF death inh
COc1ccc(C(=O)c2sc3nc(-c4ccc(OC)cc4)ccc3c2N)cc1	0.6	20	1	1	7	7	7	-8	0.9
CC1CCc2c(sc3nc(CN4CCOCC4)nc(NS(=O)(=O)c4cccc([N+](=O)[O-])c4)c23)C1 (stereo unspecified)	-0.2	-19	0	0	.	12	7	-13	-0.1
CC(=O)Oc1ccc2ccc(=O)oc2c1	-1.0	8	2	-12	13	2	12	-17	-0.5
O=C(c1cc(-c2cccc(O)c2)on1)N1CCc2ccccc2C1	2.6	66	-3	-5	8	7	14	1	0.4
CCOCCCNC(=O)C1CCCN1C(=O)NC1CCCCC1 (stereo unspecified)	4.8	24	-1	20	11	-7	13	20	1.3
COc1ccc(Cn2cccc(NC(=O)Nc3cccc(OC)c3)c2=O)cc1	0.1	19	3	4	5	-1	7	-4	-0.8
CC(C)c1ccc(/C=C/C(=O)Nc2nc3ccc([N+](=O)[O-])cc3s2)cc1	0.3	53	0	8	6	1	9	8	-1.1
COCc1nnc(NC(=O)CCCOc2ccccc2)s1	0.5	7	3	16	7	1	19	8	-1.1
COc1ccc(OC)c(CN2CCC(C(=O)N(C)CCc3ccc(OC)c(OC)c3)CC2)c1	-1.4	4	1	-2	17	-6	1	0	1.0
CCCc1nnc(NC(=O)CCC(=O)NCc2ccc(OC)cc2)s1	0.3	17	6	9	14	-2	2	-3	5.8
Cc1ccc(NC(=O)c2sc(N)nc2-c2ccc([N+](=O)[O-])cc2)cc1C	1.7	-6	0	0	9	-3	-1	-5	7.3
C=CCOC(=O)C1=C[C@@H](c2ccccc2)[C@H](CCCO)[C@@H](OCC)O1	-0.2	9	0	10	5	-1	6	9	-4.0
Cn1cc(S(=O)(=O)CC(=O)Nc2ccc(Br)cc2)c2ccccc21	0.8	20	-1	27	8	-3	4	4	-0.4
CC(C)(C)C(=O)NC(=C(Cl)Cl)P(=O)(O)O	0.1	20	1	-9	6	2	12	43	0.3
CCS(=O)(=O)Nc1cccc(C2=NN(S(=O)(=O)c3ccccc3)C(c3ccco3)C2)c1 (stereo unspecified)	0.9	21	4	14	3	4	13	-6	0.6
O=S(=O)(c1ccc(SCCO)nc1)N1CCCC1	1.1	23	0	-6	10	-2	10	-9	0.6
CN1C(=O)NC2(O)C(=O)c3ccccc3C12O (stereo unspecified)	0.3	0	2	13	10	-5	-2	-6	0.0
O=C(NS(=O)(=O)c1ccccc1)c1ccccc1F	-0.4	6	-2	-6	4	2	6	1	-1.7
COc1cc(OC)cc(C(=O)NC(=S)Nc2ccc(N3CCCC3)cc2)c1	-0.6	7	3	-6	7	-6	-5	-4	-2.2
Oc1c(C(Nc2ccccn2)c2cccnc2)cc(Cl)c2cccnc12 (stereo unspecified)	3.3	22	-2	18	10	-3	0	10	-7.6
CCN(CC)CCN1C(=O)C2C3c4ccccc4C(c4ccccc43)C2C1=O (stereo unspecified)	.	14	.	49	19	-7	6	.	.
Cc1ccc2cccc(SCC(=O)NCC#N)c2n1	0.5	33	3	17	4	3	7	-6	1.6
C=CCNC(=O)NC(=O)COC(=O)CNS(=O)(=O)c1ccc(F)c(F)c1F	3.7	0	1	12	8	-3	2	-1	0.4
COc1ccccc1C(=O)Oc1cc(C)[nH]c(=O)c1[N+](=O)[O-]	0.1	-16	-1	-8	6	4	7	-14	-0.7
CCN(CC)S(=O)(=O)c1cccc(NC(=O)C2SC(=Nc3ccc(C)cc3C)C(C(=O)NCC3CCCO3)=C2N)c1 (stereo unspecified)	0.2	45	0	39	1	0	10	-27	-1.6
CCOc1ccccc1N1CCN(S(=O)(=O)c2cc(C)ccc2OC)CC1	2.0	52	-3	.	11	-3	7	-3	-0.2
Cc1cc(C)c2nc3sc(C(=O)N4CCOCC4)c(N)c3cc2c1	0.6	-39	0	18	5	-1	4	-18	-18
Cc1cccc(NC(=O)/C(C#N)=C\c2ccc(C(=O)O)cc2)c1	5.3	-30	3	18	19	0	14	-21	-0.3
Cc1cc2c(sc3c(C)ccc(C)c32)c(C)n1	0.2	20	4	13	5	4	6	-19	1.9
CCCS(=O)(=O)N1CCC(C(=O)NCCc2ccccc2)CC1	-0.1	-8	-1	2	7	3	12	-6	0.0
N#CCCN(Cc1cccnc1)C(=S)Nc1ccccc1Cl	-0.7	9	2	3	5	2	-3	0	1.3
O=C(CN1CCC(NC(=O)c2ccccc2Cl)CC1)NCc1ccco1	-0.8	3	5	11	9	1	8	-3	0.6
S=c1[nH]nc(-c2ccco2)n1/N=C/C(Cl)=C/c1ccccc1	77*	-22	2	8	12	10	3	-17	-8.9
CCOC(=O)C1(Cc2cccc(OC)c2)CCN(Cc2cccc3cnccc23)CC1	-1.1	15	-1	2	7	-1	7	-9	-0.1
O=C(/C=C/c1ccc(Cl)c(Cl)c1)N1CCc2ccccc21	2.7	-35	19*	0	8	3	11	-4	0.5
O=C(O)CSc1nnc(-c2ccccc2Br)n1-c1cccc(C(F)(F)F)c1	1.3	-2	-1	13	5	-5	2	-1	0.4

# Ten compounds out of the list, arranged by count of non-hydrogen atoms, low to high:
Compound	L929 necroptosis	CHOP inh	Wee1 degr inh	PPC-1+TRAIL kill	EP2 antag	FXIa inh	FXIIa inh 1536	TbHK1 inh	TNF death inh
O=S(=O)(c1ccc(SCCO)nc1)N1CCCC1	1.1	23	0	-6	10	-2	10	-9	0.6
COCc1nnc(NC(=O)CCCOc2ccccc2)s1	0.5	7	3	16	7	1	19	8	-1.1
S=c1[nH]nc(-c2ccco2)n1/N=C/C(Cl)=C/c1ccccc1	77*	-22	2	8	12	10	3	-17	-8.9
Cc1cccc(NC(=O)/C(C#N)=C\c2ccc(C(=O)O)cc2)c1	5.3	-30	3	18	19	0	14	-21	-0.3
O=C(c1cc(-c2cccc(O)c2)on1)N1CCc2ccccc2C1	2.6	66	-3	-5	8	7	14	1	0.4
CC(C)c1ccc(/C=C/C(=O)Nc2nc3ccc([N+](=O)[O-])cc3s2)cc1	0.3	53	0	8	6	1	9	8	-1.1
CCOc1ccccc1N1CCN(S(=O)(=O)c2cc(C)ccc2OC)CC1	2.0	52	-3	.	11	-3	7	-3	-0.2
COc1ccc(Cn2cccc(NC(=O)Nc3cccc(OC)c3)c2=O)cc1	0.1	19	3	4	5	-1	7	-4	-0.8
CCS(=O)(=O)Nc1cccc(C2=NN(S(=O)(=O)c3ccccc3)C(c3ccco3)C2)c1 (stereo unspecified)	0.9	21	4	14	3	4	13	-6	0.6
CC1CCc2c(sc3nc(CN4CCOCC4)nc(NS(=O)(=O)c4cccc([N+](=O)[O-])c4)c23)C1 (stereo unspecified)	-0.2	-19	0	0	.	12	7	-13	-0.1

# Later entries.
Compound	L929 necroptosis	CHOP inh	Wee1 degr inh	PPC-1+TRAIL kill	EP2 antag	FXIa inh	FXIIa inh 1536	TbHK1 inh	TNF death inh
Cc1cc2ncn(C3CC(=O)N(C)C3=O)c2cc1C (stereo unspecified)	0.3	-19	-2	-10	5	0	4	2	0.1
O=C(N/N=C1\C(=O)c2cccc3cccc1c23)c1ccc(O)cc1	-0.1	-15	-1	25	3	0	8	-12	-1.5
Cc1nn(C)cc1S(=O)(=O)N1CCN(Cc2ccc(F)cc2Cl)CC1	0.2	20	4	0	6	4	10	-4	1.1
COc1cc(/C=C/C(=O)O)cc(S(=O)(=O)N2CCc3ccccc3C2)c1OC	1.8	-4	2	17	3	4	9	2	1.1
O=C(O)c1ccc(CNCc2c(Cl)cccc2Cl)cc1	0.0	-23	0	12	7	-2	6	3	-2.0
CCOC(=O)/C=C/C(=O)OCC(=O)Nc1ccc([N+](=O)[O-])cc1	-0.7	7	3	11	8	0	13	-25	0.8
Cc1cc(NC2CCCCC2)n2c(n1)nc1ccccc12	-0.4	-3	0	4	2	-3	5	-19	-2.1
CC1(C)CC(=O)C=C(Nc2ccccc2)C1	0.8	5	3	-2	3	2	7	-19	4.2
O=C(Nc1cccc([N+](=O)[O-])c1)c1cccc(C(=O)Nc2cccc([N+](=O)[O-])c2)c1	1.8	-24	1	17	9	-1	9	-27	0.2
C/C=C\C=C/C(=O)Nc1cccc(C2=NOC3(C2)C[C@@H](C(N)=O)N(C(=O)[C@H]2CCC(=O)N2)C3)c1 (stereo partly specified)	0.8	-11	.	17	10	1	6	-16	1.0
CCOCCCNS(=O)(=O)c1ccc2c(c1)CCN2C(=O)CC	-0.5	25	-2	2	14	2	15	0	-0.5
COC(=O)Cn1c(CN2CCc3ccccc3C2)nc2c1c(=O)n(C)c(=O)n2C	-0.7	17	.	8	11	-6	6	-4	-3.2
COc1ccc(/C=C/C(=O)NC(C)(C)C)cc1S(=O)(=O)N1CCOCC1	2.2	-7	6	-6	12	9	9	-4	3.2
COC(=O)c1ccccc1OCCCCN1CC(C)OC(C)C1 (stereo unspecified)	-0.6	15	-1	12	4	-10	3	-1	1.8
COc1cc(CO)ccc1Oc1nnnn1-c1ccc(C(N)=O)cc1	-1.0	14	-2	14	7	0	15	2	-1.8
Cn1c(CNC(=O)c2ccccc2F)nnc1SCC(=O)NCc1ccccc1	-1.4	32	3	9	1	4	12	-3	-0.7
COCCN1C(=O)/C(=C/c2ccc(OCc3ccc(C(=O)O)cc3)c(OC)c2)SC1=Nc1ccccc1	-0.9	-22	5	18	17	0	7	1	-1.5
COc1ccc(-n2nnnc2SCC(=O)Nc2cc(OC)c([N+](=O)[O-])cc2C)cc1	1.0	34	2	-10	7	0	4	-4	0.6
CCOC(=O)N1CCN(C(=O)c2ccccc2NC(=O)c2ccc(F)cc2)CC1	0.6	15	-2	12	1	11	13	-1	0.2
CCNC(=S)N1CCNC(=O)C1CC(=O)OC (stereo unspecified)	0.2	2	0	15	6	12	4	-3	-0.8
O/N=C(\c1ccc(Cl)cc1)c1cc2ccccc2o1	0.2	85*	6	-5	.	8	26	10	-0.5
Nc1ccc(S(=O)(=O)NC2=NCCCCC2)cc1	0.9	9	0	-8	3	-5	3	-9	1.6
CC(C)(C)C(=O)OCc1nc(-c2ccc(O)c(O)c2)cs1	5.1	-105	-1	15	11	2	14	8	-14
O=c1/c(=C/c2ccc(O)cc2)sc2nc3cc(Br)cnc3n12	0.5	-23	1	14	3	-1	5	-5	-3.0
O=C(NC12CC3CC(CC(C3)C1)C2)c1ccc(-c2ccc(Br)cc2)o1	80*	29	-2	9	9	6	7	5	3.3
CCCC(=O)C1=C(O)C(C(=O)OC)C(C)(C)CC1=Nc1cccc2ccccc12 (stereo unspecified)	-1.0	19	7	25	12	7	15	-7	-0.8
CCN(CC)CCNc1nc(-c2cccs2)c(CC(=O)O)s1	2.0	-10	3	10	8	-4	5	-2	0.2
O=C(CN1CCN(S(=O)(=O)c2ccc(F)cc2)CC1)Nc1ccc(Cl)c(C(F)(F)F)c1	2.8	65	0	0	.	10	24	-1	-6.4
Nc1cc(=O)[nH]c(=O)n1Cc1ccccc1	3.1	-3	1	19	2	0	9	-3	0.2
O=C(NCc1ccccc1)C1=C[C@@H](C2CCCCC2)C[C@@H](OCc2ccc(CO)cc2)O1	0.8	4	-1	5	11	-1	7	4	0.2

# The list is partial (hit frequency here may not be typical).
